RSV antiviral HEp-2 = inhibition of RSV-induced cytopathic effect – HEp-2 cells, primary 10 µM value included (AID 2391). CPE inhibition, % at 10 µM; hits with a dose series show IC50 in µM. HEp-2 cells, RSV-induced CPE inhibition; higher % means a stronger effect. 0.13% of 310,000 active; in the data active = a potency from the dose series; inconclusive = CPE inhibition mostly from about 23% at the one dose, without a potency; inactive = the rest, 99 in 100 with CPE inhibition below about 21%; also: strong numbers were not always called active
NTR1 ag = agonists of NTR1, primary screen, imaging, U2OS cells, beta-arrestin-GFP, high content (AID 493036); NTR1-U2OS beta-arrestin-GFP spot imaging, agonist mode; activation, % at 20 µM; 0.17% of 330,000 active;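 active = activation at or above 40% of the spot to cytoplasm intensity ratio, with at least 20 cells analyzed; inconclusive = wells under 20 cells, flagged as cytotoxic or low count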;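 also: 0% = DMSO without peptide and 100% = 100 nM NTR1 peptide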
Target sequence (P30989 whole entry, looked up): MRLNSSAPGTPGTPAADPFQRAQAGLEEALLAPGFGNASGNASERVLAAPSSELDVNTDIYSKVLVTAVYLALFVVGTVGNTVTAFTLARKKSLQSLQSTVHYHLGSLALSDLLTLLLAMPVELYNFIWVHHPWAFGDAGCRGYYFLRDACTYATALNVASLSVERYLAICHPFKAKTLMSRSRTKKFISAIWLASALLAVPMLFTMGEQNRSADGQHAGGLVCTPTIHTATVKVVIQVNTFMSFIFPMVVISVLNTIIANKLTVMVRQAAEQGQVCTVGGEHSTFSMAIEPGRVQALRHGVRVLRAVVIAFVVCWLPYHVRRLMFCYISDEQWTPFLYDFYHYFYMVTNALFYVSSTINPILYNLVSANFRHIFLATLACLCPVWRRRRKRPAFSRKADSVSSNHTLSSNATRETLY
AID2073 = inhibitors of Mint1-CaV2.2 protein interaction, biochemical, HTRF (AID 2073); HTRF protein-protein interaction, Mint1-CaV2.2; higher % means a stronger effect; one-dose inhibition, % at 20 µM; IC50 in µM for titrated hits; 0.19% of 290,000 active; in the data active = inhibition mostly above about 51%, no sharp cut-off; inconclusive = no clear call, values can overlap the other calls; inactive = mostly below about 53%; also: some results filed as inactive read as strong as hits
West Nile virus CPE = inhibition of WNV-induced cytopathic effect – cell-based, CPE readout (AID 1621) | CPE inhibition, % at 10 µM, or IC50 in µM where a hit was titrated | 0.02% of 290,000 active | West Nile virus-infected cells, CPE inhibition; higher % means a stronger effect; in the data active = a potency from the dose series; inconclusive = CPE inhibition mostly from about 3.7% at the one dose, without a potency; inactive = the rest, 99 in 100 with CPE inhibition below about 2.2%; also: strong numbers were not always called active
UTI89 phage lysis = protection from phage-mediated lysis, alamar blue read-out – E. coli UTI89, K1F phage, bacterial capsule biogenesis inhibitors (AID 488966) | E. coli UTI89 K1F phage lysis, alamar blue, 2 h; higher % means a stronger effect | inhibition, % at 100 µM, or IC50 in µM where a hit was titrated | 0.02% of 340,000 active;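 active = phage lysis inhibition, versus mean bacterial control, above a set limit; inconclusive = no clear call, values can overlap the other calls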;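 also: capsule biogenesis inhibitors block K1F phage lysis so surviving cells raise fluorescence; higher fluorescence means more inhibition of phage lysis; actives were called in the ten point dose series up to 300 µM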
SIAH1 antagonists = Siah-1 peptide-binding antagonists, primary screen, biochemical, fluorescence polarization, rhodamine-plectin, uHTS (AID 1817). 0.02% of 290,000 active. Siah-1 / rhodamine-plectin peptide fluorescence polarization; higher % means a stronger effect. displacement, % at 20 µM; hits with a dose series show IC50 in µM;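 active = displacement of at least 50% at 20 µM, with a fluorescence ratio check between 0.3 and a set limit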;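 also: plate controls were Siah plus tracer with DMSO for no effect and tracer alone without Siah for full effect; strong numbers were not always called active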
Large T inhibition = TAg ATPase/helicase activity blockers – biochemical (AID 1903) | SV40 large T antigen ATPase/helicase inhibition assay; higher % means a stronger effect | inhibition, % at 20 µM, or IC50 in µM where a hit was titrated | 0.39% of 310,000 active; in the data active = a potency from the dose series; inconclusive = inhibition mostly from about 32% at the one dose, without a potency; inactive = the rest, 99 in 100 with inhibition below about 32%; also: strong numbers were not always called active
MgcRacGAP inhibition = MgcRacGAP GTPase-activating activity inhibitors, confirmation, biochemical, ADP Hunter fluorescence; 0.6% of 340,000 active; AID 624330; one-dose inhibition, % at 30 µM; IC50 in µM for titrated hits; MgcRacGAP-stimulated Rac1 GTP hydrolysis, ADP Hunter fluorescence; higher % means a stronger effect; GST-tagged Rac1 F28L mutant substrate;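 active = first-screen hits whose inhibition reached a set limit at any dose in the follow-up dose series; inconclusive = inhibition above the set first-screen limit but never retested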;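 also: fluorescence reports GDP produced by GAP-driven GTP hydrolysis; strong numbers were not always called active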
NS5 inhibitors = Dengue-2 NS5 methyltransferase inhibitors, primary screen, biochemical, confirmation dose response (AID 588689). 0.3% of 340,000 active. Dengue-2 NS5 methyltransferase capping enzyme assay, biochemical; higher % means a stronger effect. inhibition, % at 25 µM; hits with a dose series show IC50 in µM; in the data active = a potency from the dose series; inconclusive = inhibition above about 29% without an active follow-up result
NTR1 ag cell count 20 µM = further read-out of NTR1 ag, marked with its call; cell count; measured here: cell count, cytotoxicity flag
NS5 inhibitors pilot replicate = recorded beside NS5 inhibitors, whose call it bears; inhibition, %; measured here: pilot screen replicate inhibition
Numbers without * were called inactive; ? = inconclusive; nt = not tested or not shown; [ ] = dose if it differs, or a comment.

SMILES | RSV antiviral HEp-2 | NTR1 ag | NTR1 ag cell count 20 µM | AID2073 | West Nile virus CPE | UTI89 phage lysis | SIAH1 antagonists | Large T inhibition | MgcRacGAP inhibition | NS5 inhibitors | others
CCOC(=O)c1cc2c(C(F)(F)F)cc(-c3ccccc3)nc2o1 | 4.3% | 1.8 | 95 | 7% | 0.8% | -0.9% | 0% | 23% | -5% | 9%
C=CCNC(=S)Nc1ccc(F)cc1F | -0.4% | 0.4 | 94 | 4% | -0.3% | 0.0% | 10% | -2% | 15% | -7%
CCS(=O)(=O)N1CCN(C(=O)c2cccc3ccccc23)CC1 | 0.3% | -0.9 | 56 | 4% | -0.3% | 0.6% | 8% | 2% | 13% | -6%
COc1cccc(CN2CCNC(=O)C2CC(=O)N(C)Cc2cnccn2)c1OC (stereo not drawn) | 3.7% | -0.6 | 35 | -6% | -0.3% | ? | 8% | -2% | -6% | 7%
COc1ccc(C2=NO[C@@](CC(=O)O)(C(=O)Nc3ccc4c(c3)OCCO4)C2)cc1 | 0.8% | -0.9 | 94 | 4% | 0.2% | 0.0% | -5% | 0% | 11% | -1%
O=C(O)c1ccc(Nc2nc(-c3cccnc3)cs2)cc1 | 0.7% | 0.9 | 87 | 3% | 0.5% | 0.3% | 1% | 7% | 7% | -1%
CCn1cc(C(=O)NCCCOC)c(=O)c2cc(S(=O)(=O)N3CCC(C)CC3)ccc21 | 3.7% | 0.9 | 65 | 2% | 0.1% | 0.2% | -2% | 7% | 5% | -5%
Cc1c(-c2ccccc2)oc2c(C(=O)OCC(=O)Nc3cccc(F)c3)cccc2c1=O | 0.2% | 8.5 | 75 | 2% | -0.6% | 0.1% | -2% | 23% | 8% | nt
Cc1ccc(S(=O)(=O)N2CCCCC2)cc1NC(=O)CSc1nnc(C2CC2)n1C | nt | -1.2 | 61 | nt | nt | 1.6%[50 µM] | nt | nt | 2% | -2%
Nc1nc(COC(=O)C2CCN(C(=O)c3ccc(Cl)cc3)CC2)nc(Nc2ccccc2)n1 | -0.1% | 0.1 | 60 | nt | nt | -0.3%[50 µM] | nt | nt | 11% | -4%
CCc1nnc(NC(=O)CSc2ccc(-c3ccc(-n4cccn4)cc3)nn2)s1 | 1.9% | 3.0 | 51 | nt | nt | 0.7%[50 µM] | nt | 1% | 4% | -7%
COc1ccc2nc(NC(=O)c3c(C)noc3C)sc2c1 | nt | 1.9 | 50 | nt | nt | 0.2%[50 µM] | nt | nt | -3% | -11%

Overlap with the part before: 2 compounds; new compounds follow.
SMILES | RSV antiviral HEp-2 | NTR1 ag | NTR1 ag cell count 20 µM | AID2073 | West Nile virus CPE | UTI89 phage lysis | SIAH1 antagonists | Large T inhibition | MgcRacGAP inhibition | NS5 inhibitors | others
CCc1nnc(NC(=O)CSc2ccc(-c3ccc(-n4cccn4)cc3)nn2)s1 | 1.9% | 3.0 | 51 | nt | nt | 0.7%[50 µM] | nt | 1% | 4% | -7%
COc1ccc2nc(NC(=O)c3c(C)noc3C)sc2c1 | nt | 1.9 | 50 | nt | nt | 0.2%[50 µM] | nt | nt | -3% | -11%
N=c1c2c3c(sc2nc2n1CCCCC2)CCCC3 | -1.5% | 1.8 | 48 | -9% | -0.5% | 0.3% | 2% | 23% | 21% | 0%
CCOc1cc(/C=C2\C(=O)NN(c3ccccc3)C2=O)cc([N+](=O)[O-])c1O | -0.5% | 1.8 | 82 | 18% | 1.9% | -0.2% | 11% | >100µM* | 24% | nt
CCn1c2ccccc2c2cc(NS(=O)(=O)c3ccccc3C)ccc21 | 3.6% | 6.7 | 69 | -5% | -0.3% | 0.3% | -5% | 14% | -2% | 8%
CCOc1cccc(-c2nnc(SCC(=O)Nc3cc(C)ccc3OC)n2N)c1 | -1.6% | 3.9 | 68 | 7% | -0.4% | 0.1% | -3% | 2% | 7% | -5%
CCOC(=O)c1cnc(SC2CC(=O)N(c3ccccc3)C2=O)nc1N (stereo not drawn) | 0.9% | 2.0 | 61 | -16% | -0.1% | -0.5% | 5% | 9% | 7% | -1%
CCC/C=C(\CCC)C(NC(=O)CCc1ccccc1)c1ccc(C(F)(F)F)cc1 (stereo not drawn) | 3.0% | 2.4 | 52 | nt | -0.9% | nt | nt | 7% | nt | nt
CCCNc1nc2c(c(=O)n(C)c(=O)n2C)n1CCc1ccccc1 | -2.1% | 2.6 | 65 | -8% | -1.0% | 1.4% | -1% | 20% | 8% | -10%
CC(=NCCc1c(C)[nH]c2ccc(OC(F)(F)F)cc12)C1=C(O)CC(c2ccccc2)CC1=O (stereo not drawn) | 2.8% | 5.1 | 56 | 4% | -0.7% | 0.4% | 0% | 6% | 12% | 1%
CC(O)c1ccc(OCCN(C)c2ccccn2)cc1 (stereo not drawn) | -0.8% | -1.6 | 87 | 3% | -1.2% | 0.3% | -4% | -3% | 3% | -2%
O=C(NCc1ccco1)c1ccc2c(c1)C(=O)N(Cc1ccccc1)C2=O | 1.4% | -0.5 | 82 | 6% | -0.1% | 0.5% | 1% | 0% | 5% | -2%
CC(=O)Nc1ccc2nc(C)n(Cc3ccc(Cl)cc3)c(=O)c2c1 | 11% | 0.7 | 60 | 3% | -0.3% | 0.9% | 0% | -8% | 7% | -2%
Cc1ccc(/C=N/NC(=O)CSc2nc3ccccc3n2Cc2ccccc2)o1 | 5.7% | 5.8 | 44 | -2% | nt | 2.4% | 9% | 8% | 10% | 2%
Cc1nc(C(F)(F)F)c(C(=O)NC(=O)Nc2ccccc2)s1 | 0.8% | -0.9 | 77 | -2% | -0.2% | 1.1% | -6% | 17% | 4% | 2%
O=C(COC(=O)CCC(=O)c1cccs1)NC1CCCCC1 | 2.1% | 0.8 | 59 | nt | nt | -0.1%[50 µM] | nt | nt | 0% | 6%
CC/C(=N\NC(=O)OC)c1ccc(OC(F)F)cc1 | 2.4% | 2.0 | 51 | 1% | -0.4% | -0.1% | 1% | 8% | 8% | -9%
O=C1C2CC=CCC2C(=O)N1c1ccc(OCC(O)Cn2nnc3ccccc32)cc1 (stereo not drawn) | 11% | -0.4 | 77 | -6% | 0.9% | 0.3% | 1% | 6% | 3% | -1% | NS5 inhibitors pilot replicate=-1.8
CN1CCN(C(=S)NC(=O)c2cccc([N+](=O)[O-])c2)CC1 | 0.7% | 1.3 | 30 | -15% | 0.1% | -0.2% | 11% | 10% | -3% | 1%
CCN(c1ccccc1)S(=O)(=O)c1ccc(OC)c(OC)c1 | 1.0% | 1.5 | 65 | 0% | -0.4% | 3.2% | -1% | -1% | 6% | -4%
COc1ccc(-n2c(SCC(=O)N3CCOCC3)nnc2C(C)N2CCCCC2)cc1 (stereo not drawn) | 0.3% | 0.0 | 64 | 6% | -0.1% | nt | -1% | 7% | nt | nt
CCN(CC(=O)NCc1ccc(F)cc1)C(=O)CN1CCN(c2ccc(OC)cc2)CC1 | 3.4% | -1.1 | 60 | 12% | 0.0% | 0.1% | -1% | 15% | 42µM* | 1%
O=C(O)CCSc1nc2ccc(Br)cc2[nH]1 | 2.5% | -0.8 | 62 | 10% | 0.1% | -0.3% | 1% | 3% | 1% | -1%
Cc1cc(C)n(-c2ccn(Cc3ccc(Cl)cc3Cl)c(=O)n2)n1 | ? | -1.2 | 69 | -8% | -0.4% | -0.4% | -2% | 14% | -5% | 1% | NS5 inhibitors pilot replicate=-0.3
O=C(CC(Cc1ccccc1)C(=O)O)NCCc1ccc2c(c1)OCO2 (stereo not drawn) | -0.9% | 9.1 | 49 | 7% | -0.5% | 0.0% | 7% | -3% | 6% | -6%
O=[N+]([O-])c1cn(Cc2ccccc2)cn1 | 0.6% | -1.7 | 59 | -1% | -0.1% | 0.5%[50 µM] | -1% | 15% | 3% | -3%
Cc1cc(C)cc(C(=O)NCC(=O)OCC(=O)NCC(F)(F)F)c1 | 0.7% | 6.0 | 32 | 2% | -0.6% | 0.0% | 18% | -1% | 3% | -6%
Cc1ccc(OCC(=O)OC(C)C(=O)NC2CCCCC2C)cc1C (stereo not drawn) | 0.1% | -0.6 | 70 | nt | nt | 0.8%[50 µM] | nt | nt | -3% | -7%
COc1ccc(N2CCN(Cc3nc4sc(C)c(C)c4c(=O)[nH]3)CC2)cc1 | 0.4% | 2.1 | 69 | -12% | -0.6% | 0.2% | 0% | 4% | -7% | 4%
CCC1C(=O)n2nc(-c3ccccc3)cc2N=C1C (stereo not drawn) | 0.9% | 0.0 | 47 | 0% | -0.1% | -1.9% | 4% | 0% | 9% | 4%
O=C(Nc1cccc(Br)c1)c1cc(=O)c2ccccc2o1 | -0.9% | 0.0 | 57 | 11% | 0.6% | 0.3% | 3% | 4% | nt | -3%
COC(=O)C(C)Sc1ccc2nnc(CCNS(=O)(=O)c3ccccc3)n2n1 (stereo not drawn) | 0.8% | 1.2 | 50 | -18% | 0.9% | 0.6% | -3% | 13% | -1% | -5%
COc1ccc(-c2ccnc3ncnn23)cc1 | 14% | -1.2 | 60 | 28% | 0.3% | 0.3% | 2% | -1% | 7% | 5%
Cc1cccc(NC(=O)COC(=O)CCc2ccc(S(=O)(=O)N3CCOCC3)cc2)c1C | 2.3% | -1.2 | 94 | -7% | -0.4% | -0.9% | 2% | 5% | -2% | -3%
O=C(Nc1ccc([N+](=O)[O-])cc1)Nc1nc(-c2ccc(Cl)s2)cs1 | -1.3% | nt | nt | 2% | -0.8% | 6.9% | 2% | 17% | 10% | -5%
Cc1ccc(C(=O)Nc2ccc(C(=O)N3CCCCC3)cc2)cc1 | 3.8% | 1.1 | 77 | -1% | 0.0% | 0.2% | -1% | 3% | 2% | -3%
CCc1noc(C)c1C(=O)N1CC(C)SC1=Nc1ccc(Cl)cc1 (stereo not drawn) | -0.4% | 2.8 | 65 | nt | nt | 0.0%[50 µM] | nt | nt | 1% | 1%
CCN(CC)Cc1c(O)c(Cl)cc2c(C)c(C)c(=O)oc12 | -0.8% | 1.3 | 83 | 40% | -0.7% | -0.1% | 1% | 9% | 5% | -4%
Cc1cc2cc(CCNC(=O)C3c4ccccc4Oc4ccccc43)c(=O)[nH]c2cc1C | 1.7% | 1.3 | 58 | 8% | nt | nt | -2% | 8% | nt | nt
CC(=O)Nc1ccc(NC(=O)COC(=O)c2n[nH]c3ccccc23)cc1 | 0.6% | -1.6 | 45 | -10% | 0.1% | -0.4% | 10% | 6% | 7% | -16%
Cc1cc(C)nc(/N=C(\N)Nc2ccc3c(c2)OCCO3)n1 | 2.1% | -2.1 | 82 | -5% | 1.5% | 0.2% | -5% | 3% | 4% | -7%
Cc1ccccc1C(=O)OC(C)C(=O)NCc1ccc2c(c1)OCO2 (stereo not drawn) | 4.0% | -0.5 | 50 | nt | nt | 0.5%[50 µM] | nt | nt | 5% | 1%
